# LMNA splice mod = changes lamin A minigene splicing in HeLa cells. Potency, µM (series often up to 46.1 µM), for inactives: at the top dose ratio change, negative = inhibition, most hits filed as inhibitors. 200,000 compounds, 0.01% hits. HeLa LMNA splicing GFP/RFP minigene ratio, 48 h. AID 1487; active = well fitted inhibition curve with a large enough effect in the signal ratio, with a control signal flat, not every such curve was filed as active; inconclusive = small, poorly fitted or top-dose-only effect, or effect the other way, or a change in a side signal; the % refers to the signal ratio; also: potency is read from the fitted curve at half-maximal effect; % is scaled to controls: 0 for no effect and ±100 for the full control effect
#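 S3 HeLa cells stably expressing lamin A-EGFP splicing minigene plus DsRed2, 600 cells/well, 48 h compound exposure at 37C. Laser-scanning cytometry; analysed as GFP (500-530 nm)/RFP (575-640 nm) total intensity ratio; 0.5% DMSO vehicle.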
# KinaseGlo FLuc = counter-screen: inhibitors of Kinase-Glo firefly luciferase; Kinase-Glo luciferase, ATP luminescence, 8 min; Potency, µM (series often up to 38.3 µM), for the others: at the top dose activity change, negative = inhibition, usual class: inhibitors; 200,000 compounds, 0.28% hits; AID 1379; also: potency is read from the fitted curve at half-maximal effect; % is scaled to controls: 0 for no effect and ±100 for the full control effect; nearly all actives have a fitted effect of over 60% in size
#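 Substrate mix (final 50 mM imidazole pH 7.2, 50 mM KCl, 7 mM MgCl2, 10 uM ATP, 0.01% Tween 20, 0.05% BSA) plus pin-tool compound, then Kinase-Glo detection mix; 8 min ambient, luminescence read.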
# CBFb RUNX1 block = CBF-beta/RUNX1 interaction disruption. Potency, µM (top dose mostly 59.8 µM), for the others: at the top dose activity, negative = inhibition, hits mostly inhibitors. Q01196+Q13951. AID 1477. 230,000 tested, under 10 active. AlphaScreen CBFb-His/RUNX1-biotin binding, biochemical; also: % of control where 0% means no effect
#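 Inhibition was taken as any reduction in AlphaScreen signal from the CBF-beta–RUNX1 pair (His and biotin tags, 30 nM each), measured after compound (15 min) and bead (90 min) incubations at room temperature.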
# Epigenetic derep = epigenetic control regulation, reporter derepression | murine LDR cells, GFP reporter derepression, 30 h | Potency, µM (series often up to 53.9 µM), for inactives: top-dose GFP activation, usual class: activators | 280,000 compounds, 0.2% hits | AID 1865; also: potency is read from the fitted curve at half-maximal effect; % of control where 0% means no effect; nearly all actives have a fitted effect of over 60% in size
#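 GFP-positive cell count by laser-scanning cytometry (objects 20–120 um) after 30 h, 37 C compound exposure of murine LDR cells; reporter is CMV-GFP integrated at a silenced locus, inducible by HDAC or DNMT inhibitors.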
# IMPase Li inh = IMPase inhibition in cells with lithium potentiation; CHO-M1 cells, IP1 TR-FRET (IP-One), carbachol + lithium; Potency, µM (series often up to 59.4 µM), without a hit: at the top dose activity, negative = IMPase inhibition, most hits filed as inhibitors; 210,000 compounds, 0.35% hits; AID 1457;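 also: IP1 builds up when IMPase is blocked and the TR-FRET signal falls; potency is read from the fitted curve at half-maximal effect; plate controls were basal vehicle for no effect and high inhibitor control for full effect; nearly all actives have a fitted effect of over 50% in size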
#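 IP1 accumulation measured by competitive TR-FRET in lysed CHO-M1 cells after 30 min compound exposure at 37C, with a small lithium addition to potentiate weak responses. Hill-equation AC50 from ratio and donor-channel data.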
# NPSR antagonist = blocks cAMP signaling of the human neuropeptide S receptor; Q6W5P4; CHO-NPSR cells, cAMP TR-FRET, antagonist mode; Potency, µM (top dose mostly 38.3 µM), without a hit: at the highest dose activity change, negative = inhibition, usual class: inhibitors; 220,000 compounds, 1% hits; AID 1461; also: potency is read from the fitted curve at half-maximal effect; % is scaled to controls: 0 for no effect and ±100 for the full control effect; nearly all actives have a fitted effect of over 50% in size; many of its hits are not listed in these tables
# Target sequence (Q6W5P4 whole entry, looked up): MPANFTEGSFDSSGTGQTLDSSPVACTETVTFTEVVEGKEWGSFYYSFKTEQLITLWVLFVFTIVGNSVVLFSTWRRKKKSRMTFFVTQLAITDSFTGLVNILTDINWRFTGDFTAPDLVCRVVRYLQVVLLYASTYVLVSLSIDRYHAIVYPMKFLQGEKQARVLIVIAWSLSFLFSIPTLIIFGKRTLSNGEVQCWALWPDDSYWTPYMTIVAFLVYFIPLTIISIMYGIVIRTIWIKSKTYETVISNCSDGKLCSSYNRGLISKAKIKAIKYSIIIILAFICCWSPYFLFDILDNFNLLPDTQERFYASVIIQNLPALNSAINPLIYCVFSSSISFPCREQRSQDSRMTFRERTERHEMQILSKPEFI
# aGal spleen mod = inhibitors or activators of human alpha-galactosidase in spleen homogenate; human spleen homogenate, 4MU-alpha-Gal fluorescence, 40 min; Potency, µM (top dose mostly 80 µM), inactives show at the top dose activity change, negative = inhibition, hits mostly inhibitors; 240,000 compounds, 0.008% hits;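 also: potency is read from the fitted curve at half-maximal effect; 0% = enzyme with vehicle and -100% = no enzyme basal signal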
# Target sequence (P06280 32-429 limits assumed): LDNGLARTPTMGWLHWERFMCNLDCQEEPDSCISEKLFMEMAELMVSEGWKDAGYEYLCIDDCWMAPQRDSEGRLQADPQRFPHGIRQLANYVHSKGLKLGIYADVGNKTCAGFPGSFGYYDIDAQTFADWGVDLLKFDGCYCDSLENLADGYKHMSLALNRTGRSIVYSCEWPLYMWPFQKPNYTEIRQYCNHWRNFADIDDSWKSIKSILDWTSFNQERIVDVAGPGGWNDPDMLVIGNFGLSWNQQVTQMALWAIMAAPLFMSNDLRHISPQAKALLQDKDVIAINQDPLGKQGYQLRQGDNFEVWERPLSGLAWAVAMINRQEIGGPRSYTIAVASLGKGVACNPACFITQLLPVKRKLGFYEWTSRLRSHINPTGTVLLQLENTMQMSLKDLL
#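 Human spleen homogenate (1 ug) as enzyme source, 4-methylumbelliferyl-alpha-D-galactopyranoside 1 mM final, citrate/phosphate pH 5.0 with 0.01% Tween-20. Compounds 40 min at 37C, NaOH/glycine stop; fluorescence Ex 365/Em 440, Hill-fit AC50.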
# * hit, by the source's call; ? = inconclusive; · = no result given; & = joins results of further samples; [ ] = dose if it differs, or a comment. Unless noted, calls follow the shape of the dose curve; as a rule, active = well fitted curve in the direction sought with a large enough effect; inconclusive = small, poorly fitted or top-dose-only effect, or another doubt; inactive = no such curve, though single readings can be large; an effect the other way counts as inactive or inconclusive.
SMILES,LMNA splice mod,KinaseGlo FLuc,CBFb RUNX1 block,Epigenetic derep,IMPase Li inh,NPSR antagonist,aGal spleen mod
COc1ccc(C(=O)NCC(=O)Nc2cccc(S(=O)(=O)NCc3ccco3)c2)cc1OC,9%[46 µM],2%,6%,-5.6%,15%,-6%,-17%
CCCCNS(=O)(=O)c1ccc2nc(SCC(=O)N3CC(C)OC(C)C3)[nH]c2c1 (centres undefined),-4%,4%,3%,2.8%,14%[38.3 µM],-10%[46.1 µM],4%
CCOC(=O)NC(=O)c1cn(Nc2ncc(C(F)(F)F)cc2Cl)c(=O)[nH]c1=O,-7%[46 µM],·,1%,1.1%,·,12%,-4%
O=c1ncn(-c2ccccc2C(F)(F)F)c2ncccc12,3%,-4%,5%,-0.7%,-2%,1%,0%
CC(=O)c1cccc(NC(=O)N2CCCC2C(=O)Nc2ccc3c(c2)OCO3)c1 (centres undefined),·,0%,-1%,0.7%,-2%,0%,-2%
COc1ccc(C(=O)CSc2nnc(-c3cnccn3)n2Cc2ccco2)cc1,-7%,-3%,-10%,0.0%,10%[38.3 µM],-8%[46.1 µM],6%
Cc1ccc(NC(=S)N2CCC(c3nc4ccccc4s3)CC2)cc1,?,11%,-5%,-0.9%,-15%,-32%[46.1 µM],1%
Cc1ccc(S(=O)(=O)N2CCOCC2)cc1NC(=O)COC(=O)c1cc(=O)c2ccccc2o1,-10%,4%,7%,0.0%,0%,14%,-10%
COC(=O)c1cc(NC(=S)NCc2ccc(Cl)cc2)cc(C(=O)OC)c1,?,3%,-1%,-1.0%,7%,-5%,3%
CCC1=C(OC(=O)N(CC)CC)N2C(=O)OC(=NCC(=O)OC)[C@]2(C)[C@H]2C1=CC[C@H]1C(=O)N(CC(=O)OC)C(=O)[C@H]12,·,0%,2%&29%,-1.0%&-4.4%,-8%,16%,-4%&14%
O=C(COC(=O)/C=C/c1cccc(C(F)(F)F)c1)Nc1cccc2ccccc12,-1%,-7%,-2%,0.0%,-19%,7%,3%
O=C(Nc1cccc(OC(=O)c2ccco2)c1)c1ccco1,-1%,-5%,3%,-1.4%,-4%[38.3 µM],-4%[46.1 µM],7%
CC1(C)C2([N+](=O)[O-])CN3CC1([N+](=O)[O-])CN(C2)C3C(O)C(O)C(O)CO (centres undefined),·,·,8%,1.8%,·,6%,5%
CCOC(=O)c1c(NC(=O)CN2CCCCC2)sc2c1CCN(C(=O)OCC)C2,3%,-1%,1%,0.0%,21%[38.3 µM],?,-1%
CCOC(=O)c1sc(/N=C/Nc2nc(C)c(C(=O)OCC)s2)nc1C,-2%,-4%,4%,3.8%,37%[activator][38.3 µM],-5%[46.1 µM],2%
CCCCCCc1c(C[C@H](N)C(=O)O)o[nH]c1=O,·,1%&2%,15%&5%[21.7 µM],-0.3%&-0.8%,13%&11%,·,6%&2%
Cc1[nH][nH]c(=O)c1C(c1ccc(-c2ccc(Cl)cc2Cl)o1)c1c(C)[nH][nH]c1=O,1%,7%,-21%,1.8%,32%[activator][38.3 µM],-4%[46.1 µM],-6%
COc1ccc(F)cc1S(=O)(=O)n1cc(C)nc1-c1ccccc1,-14%,4%,2%,0.0%,10%[38.3 µM],-5%[46.1 µM],-5%
COc1ccc(NC(=O)c2ccccc2NC(=O)NC2CCCCC2)cc1,-2%,-2%,-1%,-0.2%,7%[38.3 µM],-19%[46.1 µM],3%
CC1CCCCN1Cc1ccc(-c2nnn(CC(=O)NC3CCCCC3)n2)cc1 (centres undefined),-12%,-4%,5%,1.2%,17%,0%[46.1 µM],-6%
O=C(C1CCCCN1S(=O)(=O)c1ccc(F)cc1)N1CCN(c2ccccc2F)CC1 (centres undefined),?,3%,9%,0.0%,28%[38.3 µM],-10%[46.1 µM],-2%
CCN(CCC(=O)Nc1cc([N+](=O)[O-])ccc1OC)Cc1ccccc1,-4%,1%,6%,-6.9%,10%,6%,-4%
Cc1cc(C)cc(Oc2nc(C(F)(F)F)nc3ccccc23)c1,?,5%,29%,-1.9%,72%[activator][38.3 µM],-4%[46.1 µM],-4%
COc1ccc(C)cc1N,·,·,28%[21.7 µM],·,16%,·,-3%
COc1ccc(C(=O)N2CCC3(CCCN(c4ccc(-c5ccccc5)cc4)C3)CC2)cc1,·,-1%,·,·,7%,·,2%
COc1ccccc1NC(=O)CN1CCN(c2ccccn2)CC1,-7%,0%,7%,1.0%,15%,-7%,2%
N#Cc1cc2c(nc1SCc1nc3ccccc3[nH]1)CCC2,?,-22%,2%,?,10%[38.3 µM],-13%[46.1 µM],11%
C=CCn1c(N)cc(=O)nc1SCC(=O)Nc1ccc(C)cc1,10%[46 µM],1%,1%,4.5%,1%,7%,-3%
COc1cccc(NC(=O)C(Sc2nc3ccccc3c(=O)n2CC(C)C)c2ccccc2)c1 (centres undefined),-10%,·,-5%,1.7%,·,-7%[46.1 µM],5%
CC(C)CC(NC(=O)OCC1c2ccccc2-c2ccccc21)C(=O)O (centres undefined),5%,0%,·,4.9%,1%,·,1%
CCc1nc2ccccc2n(CCOCCn2c(=O)c(CC)nc3ccccc32)c1=O,6%,2%,10%,-12%,11%[38.3 µM],7%[46.1 µM],6%
CCOC(=O)c1cnn(-c2cc(C)cc(C)c2)c1N,·,-1%,-3%,-0.3%,3%,-16%,-11%
CCOC(=O)c1cc2sccc2n1CC(=O)Nc1ccc(OC)cc1,?,0%,-1%,-1.7%,-12%[38.3 µM],-12%[46.1 µM],-3%
O=C(Nc1ccc(Cl)cc1)OCCn1nnnc1C(c1ccccc1Cl)N1CCOCC1 (centres undefined),4%,1%,1%,2.3%,4%[38.3 µM],-28%[46.1 µM],6%
O=C(O)CCc1ccc(-c2ccc(Cl)cc2)n1NC(=O)c1ccc(O)cc1,·,4%,1%,2.3%,-3%,9%,14%
COc1cc(/C=N/NC(=O)C(=O)NCC2CCCO2)ccc1OCC(=O)N1CCOCC1 (centres undefined),·,0%,4%,3.9%,-4%,21%,4%
Cc1ccc(C)c(N(C)C(=O)COc2cc(=O)n(C)c3ccccc23)c1,-4%,17%,0%,-1.0%,3%[38.3 µM],-3%[46.1 µM],-1%
CCCCN(CCCC)C(=O)C[n+]1cccc(/C=N/O)c1,·,9%,4%,-1.2%,20%,18%,-1%
CCn1c(NC(=O)c2ccccc2F)c(-c2cccs2)c(=O)c2ccccc21,·,·,5%,0.0%,·,-7%,3%
O=C(CN1C(=O)CSc2ccc(S(=O)(=O)N3CCOCC3)cc21)NCc1cccnc1,·,0%,6%,-1.1%,1%,7%,5%
COC(=O)/C(=C\c1ccc(O)cc1)c1nc2ccccc2[nH]1,·,-3%,-20%,-1.4%,10%,0%,-3%
COc1ccc2[nH]c(C)c(CCNC(=S)Nc3cc(C)cc(C)c3)c2c1,?,-4%,-25%,0.1%,16%,-28%,1%
CCOC(=O)c1cnn(-c2ccccc2)c1-n1cccc1,4%,-2%,6%,-0.7%,9%[38.3 µM],-5%[46.1 µM],5%
COc1ccc(OC)c(C=Nc2ccccc2-c2nc3ccccc3[nH]2)c1,-7%,-1%,23%,1.1%,-1%,16%[46.1 µM],?
CCN(CC)C1=N/C(=C\c2ccco2)C(=O)N1c1ccccc1,-6%,-5%,?,-1.3%,3%,-16%,-6%
Cc1ccccc1NC(=O)C(NS(=O)(=O)c1ccc2c(c1)c(=O)n(C)c(=O)n2C)c1ccccc1 (centres undefined),1%,-4%,-3%,0.8%,4%[38.3 µM],-13%[46.1 µM],3%
O=C(COCC(=O)N/N=C/c1ccc(F)cc1)N/N=C/c1ccc(F)cc1,-16%,-3%,2%,-1.0%,1%,2%,0%
CN1CCN(c2nc(-c3ccccc3)nc3c2oc2ccccc23)CC1,5%,0%,-3%,-1.0%,2%[38.3 µM],0%[46.1 µM],-7%
C/C=C/c1ccc(OCCOCCOc2cccc3cccnc23)c(OC)c1,?,0%,-19%,-1.9%,-2%,-2%,-2%
CCOc1ccc(-c2nnc(SCC(=O)N3CCOCC3)o2)cc1,5%,-2%,4%,0.8%,-11%[38.3 µM],1%[46.1 µM],6%
CCn1c(SCC(=O)N/N=C/c2ccc(C)o2)nnc1-c1ccc(C)cc1,-12%,0%,-1%,-1.1%,14%,6%,-5%
O=c1[nH]c2cc([N+](=O)[O-])c(NCCO)c([N+](=O)[O-])c2[nH]1,7%[46 µM],-3%,-19%,-2.5%,13%,-23%,-3%
COCCCNC(=O)c1cc(OC)c(OC)c(OC)c1,2%,-3%,-1%,1.0%,36%[activator][38.3 µM],-7%[46.1 µM],-4%
O=C(c1ccccc1S(=O)(=O)NCC(O)COc1ccc([N+](=O)[O-])cc1)N1CCCCC1 (centres undefined),8%,-3%,-2%,-1.6%,0%[38.3 µM],-4%[46.1 µM],-7%
Clc1ccc(C[n+]2cc(-c3ccccc3)n3c2CCC3)cc1Cl,?,5%,7%,-1.1%,15%,-2%,-6%
CCOC(=O)N1CC=C2C(C#N)=C(N)C(C#N)(C#N)[C@H](c3ccsc3)[C@H]2C1,-5%,-2%,-2%,0.9%,-3%[38.3 µM],-7%[46.1 µM],16%
COc1ccc(OC)c(NC(=O)CCN2CC(C)OC(C)C2)c1 (centres undefined),-7%,-3%,0%,-0.1%,-4%[38.3 µM],-11%[46.1 µM],-6%
CCOc1ccc(N=Cc2c(O)cc(C)oc2=O)cc1,-7%,-5%,6%,0.0%,15%[38.3 µM],-2%[46.1 µM],1%
O=C(Cc1cccs1)N(c1ccc(Br)cc1)C1C=CS(=O)(=O)C1 (centres undefined),·,1%,1%,-2.2%,3%,10%,0%

# Reformatted with tabs: entries from further up
SMILES	LMNA splice mod	KinaseGlo FLuc	CBFb RUNX1 block	Epigenetic derep	IMPase Li inh	NPSR antagonist	aGal spleen mod
CCN(CCC(=O)Nc1cc([N+](=O)[O-])ccc1OC)Cc1ccccc1	-4%	1%	6%	-6.9%	10%	6%	-4%
Cc1cc(C)cc(Oc2nc(C(F)(F)F)nc3ccccc23)c1	?	5%	29%	-1.9%	72%[activator][38.3 µM]	-4%[46.1 µM]	-4%
COc1ccc(C)cc1N	·	·	28%[21.7 µM]	·	16%	·	-3%

# Compound activity as filed in PubChem.

# These rows are one share of the data (hit frequency here may not be typical).
